Bioassay records as filed in PubChem.
IMPase inh: cell-permeable inhibitors of inositol monophosphatase (IMPase). AID 901. P97697. 120,000 tested, under 10 active. inhibition (IP1 accumulation), % at 46.1 µM. CHO-M1 cells, IP1 accumulation, HTRF TR-FRET ratio; active means well fitted curve in the direction sought with a large enough effect in the signal ratio, not every such curve was filed as active; inconclusive means small, poorly fitted or top-dose-only effect, or a change in a side signal; inactive means no such curve, though single readings can be large or run the other way; the % refers to the signal ratio;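 further: cells stimulated with carbachol in lithium chloride buffer; plate controls were DMSO basal wells for no effect and reference inhibitor wells for full effect; higher means more IMPase inhibition seen as more IP1 and lower FRET ratio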
Target sequence (P97697 whole entry, looked up): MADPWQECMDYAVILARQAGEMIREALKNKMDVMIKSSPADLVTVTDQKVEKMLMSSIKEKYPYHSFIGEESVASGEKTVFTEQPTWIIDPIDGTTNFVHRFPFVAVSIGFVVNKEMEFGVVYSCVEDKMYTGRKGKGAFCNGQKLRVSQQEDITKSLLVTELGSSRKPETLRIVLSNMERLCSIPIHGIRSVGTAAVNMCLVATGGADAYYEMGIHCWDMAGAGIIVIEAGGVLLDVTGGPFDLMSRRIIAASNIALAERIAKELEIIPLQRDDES
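CHO-M1, 2000 cells/well, cultured 16–30 h; cpd up to 46 uM; carbachol (50 uM solution, stimulation buffer w/ 50 mM LiCl, pH 7.4), 30 min 37C; IP-One TR-FRET, 10 min RT; Ex 320/Em 665, 620; Hill-fit AC50.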
An asterisk follows results filed as active; ? = inconclusive. Some of the compounds tested. The share of hits here may be higher or lower than overall.

SMILES	IMPase inh
Cc1ccccc1NC(=O)c1c(NC(=O)c2ccccc2)sc2c1CCC2	-6
COc1ccc(-c2c(C#N)c(SCC(=O)Nc3ccc(C)cc3)nc(C)c2C(=O)Nc2ccccc2)cc1	-7
O=C(Cn1c(=O)n(CC2CCC(C(=O)NCCc3ccccc3)CC2)c(=O)c2ccccc21)Nc1cccc(F)c1 (centres undefined)	5
C#CCSc1nc(-c2ccccc2)c2cc(Cl)ccc2n1	6
CCCOC(=O)c1c(C)oc2c1cc(NS(=O)(=O)c1ccc(OCC)cc1)c1ccccc12	5
O=C(O)c1ccc(NC(=O)c2ccc(Br)c(S(=O)(=O)N3CCCC3)c2)cc1	?
COc1ccc(N2CCN(CC(O)COc3ccc(C)cc3C)CC2)cc1 (centres undefined)	7
COc1ccc(Cl)cc1NC(=O)CN(c1cccc(C)c1C)S(=O)(=O)c1ccccc1	11
CC(=O)Nc1cc(NC(C)=O)cc(-c2nc3ccccc3[nH]2)c1	-12
Cc1ccccc1OCC(O)Cn1c(=N)n(CCN2CCCCC2)c2ccccc21 (centres undefined)	7
Cc1ccc(-c2csc3ncnc(Nc4ccc(C(=O)O)cc4)c23)cc1	-2
CCCOc1ccc(C(=O)Nc2ccc3nn(-c4ccc(OC)c(Cl)c4)nc3c2)cc1	-3
N=c1c(C(=O)NCC2CCCO2)cc2c(=O)n3ccccc3nc2n1CCCO (centres undefined)	-29
Cc1ccc(-c2nnc3c4ccccc4c(C)nn23)cc1NC(=O)c1cccc(Br)c1	1
CCOc1cccc(C(=O)Nc2ccc3oc(-c4cccnc4)nc3c2)c1	4
COC(=O)COc1ccc(Oc2nc(NC(C)(C)C)nc(N3CCOCC3)n2)nn1	0
Cc1ccc(CNC(=O)CCCn2c(=O)c3ccccc3n(Cc3ccccc3C)c2=O)cc1	-5
Cc1cccc(Cn2c(-c3cccs3)nc3ccccc32)c1	7
Cc1cc(C)c(NC(=O)CSC2=Nc3ccccc3C3=NC(CC(=O)NCc4cccs4)C(=O)N23)c(C)c1 (centres undefined)	?
O=C1NC(NS(=O)(=O)c2ccccc2)(C(F)(F)F)C(=O)N1CCc1ccccc1 (centres undefined)	9
COC(=O)CSc1nc2sc3c(c2c(=O)n1-c1ccccc1C)CC(C)(C)OC3	-1
CCCOc1ccc(-c2nc(N3CCC(C)CC3)c3ccccc3n2)cc1	-3
COc1ccc(C(=O)n2nc(-c3ccc(Cl)cc3)nc2NCc2ccco2)cc1	-3
COC(=O)c1c(NC(=O)COc2ccc(Cl)cc2C)sc2c1CCCCC2	0
O=C(Nc1ccc2oc(-c3cccnc3)nc2c1)c1cccc(Br)c1	-3

Structural class: those above with a Cl atom.
SMILES	IMPase inh
C#CCSc1nc(-c2ccccc2)c2cc(Cl)ccc2n1	6
COc1ccc(Cl)cc1NC(=O)CN(c1cccc(C)c1C)S(=O)(=O)c1ccccc1	11
CCCOc1ccc(C(=O)Nc2ccc3nn(-c4ccc(OC)c(Cl)c4)nc3c2)cc1	-3
COc1ccc(C(=O)n2nc(-c3ccc(Cl)cc3)nc2NCc2ccco2)cc1	-3
COC(=O)c1c(NC(=O)COc2ccc(Cl)cc2C)sc2c1CCCCC2	0

Look-ups from the entries so far.
IMPase inh result of COc1ccc(C(=O)n2nc(-c3ccc(Cl)cc3)nc2NCc2ccco2)cc1 : -3
IMPase inh result of O=C(Nc1ccc2oc(-c3cccnc3)nc2c1)c1cccc(Br)c1 : -3
IMPase inh result of Cc1ccc(-c2nnc3c4ccccc4c(C)nn23)cc1NC(=O)c1cccc(Br)c1 : 1
IMPase inh result of Cc1cccc(Cn2c(-c3cccs3)nc3ccccc32)c1 : 7

Next section:
SMILES	IMPase inh
COc1cccc(-c2cc(C(F)(F)F)n3ncc(C(=O)OC(C)C)c3n2)c1	11
CCOC(=O)c1c(-c2ccc(OC)cc2)oc2ccc(OCc3ccc(C(=O)OC)cc3)cc12	-7
CCCCn1c(=N)c(S(=O)(=O)c2ccc(Cl)cc2)cc2c(=O)n3cccc(C)c3nc21	-8
COc1ccc(NS(=O)(=O)c2c(C)nc3scc(C)n3c2=O)cc1	0
O=C(COc1ccc(Br)cc1)Nc1ccc(C(=O)OC2CCCCC2)cc1	?
Cc1ccccc1NC(=O)c1ccc(N(Cc2ccccc2)S(C)(=O)=O)cc1	2
Cc1ccc2nc(-c3cccnc3)c(Nc3ccccc3C)n2c1	?
O=C(Nc1cccc(-c2nc3ccccc3o2)c1)C(F)(F)F	-3
Cc1cc2ccccc2n1CCNC(=O)c1ccc(Br)cc1	5
Cc1ccc(Nc2c(-c3ccc(O)cc3)nc3cccc(C)n23)cc1	3
Cc1cc(C)cc(Oc2coc3cc(OCC(=O)NC4CCCCC4)ccc3c2=O)c1	-3
COc1ccc(-c2cc(C(F)(F)F)nc(SCC(=O)NCc3ccc(Cl)cc3)n2)cc1	12
O=C(O)CCc1ccc(-c2ccc(Br)cc2)n1-c1ccccc1O	-4
CCCCC(=O)Nc1cc(-c2nc3ccccc3o2)ccc1OC	-7
Cc1ccc(NC(=O)Cn2cc(C(=O)C3CC3)c3ccccc32)cc1	-27
COc1ccc(OCC(O)Cn2c(NCCO)nc3c2c(=O)n(C)c(=O)n3C)cc1 (centres undefined)	?
CCOC(=O)c1c(-c2ccc(Br)cc2)csc1NC(=O)c1ccccc1F	?
Cc1cccc(NC(=O)c2c(NC(=O)c3cccs3)sc3c2CCC(C)C3)c1 (centres undefined)	-14
CCOC(=O)CSc1nnc(-c2ccc(OC)cc2)o1	-5
Cc1oc2c(cc(NS(=O)(=O)c3ccc(C(C)C)cc3)c3ccccc32)c1C(=O)O	15
CCOC(=O)c1cnc2c(C)cc(Cl)cc2c1NCCc1ccc(OC)c(OC)c1	1
COc1cccc2cc(C(=O)Nc3ccc(C)cc3)c(=O)oc12	-7
CCOc1cccc(C2c3c(oc4cc(C)c(C)cc4c3=O)C(=O)N2c2nc(C)c(C)s2)c1 (centres undefined)	-8
CCCCc1ccc(NC(=O)CSc2nc3ccccc3nc2N2CCOCC2)cc1	6
O=C(Nc1ccc(O)c(-c2nc3ccccc3o2)c1)c1ccc(Br)cc1	3
The list continues.
SMILES	IMPase inh
O=C(O)c1cccc(Nc2ncnc3scc(-c4ccccc4)c23)c1	0
O=C(Nc1ccc(F)c(F)c1)C1CCCN(S(=O)(=O)c2cccc3nonc23)C1 (centres undefined)	5
CCCc1ccc(OCC(=O)Nc2sc3c(c2C(=O)OC)CCCCC3)cc1	0
COc1cc(OC)cc(-c2nc3n(n2)C(c2ccccc2F)C(C(=O)Nc2cccnc2)=C(C)N3)c1 (centres undefined)	6
Cc1ccc2nc3c(c(Nc4ccc(C)c(C)c4)c2c1)CCC3	-9
Cc1cccn2c(=O)c(/C=C(\C#N)c3nc4ccccc4s3)c(Oc3ccc(Br)cc3)nc12	5
Cc1cccc(C)c1NC(=O)Cn1cc(C(=O)c2ccco2)c2ccccc21	4
CCc1ccc(-n2nc3ccc(NC(=O)COc4ccc(OC)cc4)cc3n2)cc1	7
Cc1ccc(Cc2cn3cc(-c4ccc(F)cc4)nc3s2)cc1	-1
COc1ccccc1NC(=O)c1sc2nc3c(cc2c1N)CCCCCC3	-6
Cc1nc2nc[nH]n2c(=O)c1NS(=O)(=O)c1ccc(Br)cc1	-2
CCCNC(=O)c1cc2nc(-c3ccc(Br)cc3)cc(C(F)(F)F)n2n1	6
CCCn1c(=N)c(C(=O)NCc2cccnc2)cc2c(=O)n3cc(C)ccc3nc21	-2
COc1ccc(C2=C(N3CCN(c4cc(C)ccc4C)CC3)c3ccccc3C2=O)cc1	4
CC(=O)c1ccc(NC(=O)CCCSc2nc(-c3ccco3)cc(C(F)(F)F)n2)cc1	9
CCc1ccc2oc(-c3ccc(NC(=O)c4cc(OC)c(OC)c(OC)c4)cc3)nc2c1	-12
Cc1ccc(COc2ccc3oc(-c4ccccc4)c(C(=O)O)c3c2)cc1	-6
Cc1ccc(NC(=O)CSc2nc3ccc(Br)cc3[nH]2)c(C)c1	12
COc1ccccc1NC(=O)c1ncn(-c2ccccc2)n1	?
Cc1cccc(-n2c(=O)c3c4c(sc3n3cnnc23)CCCC4)c1	3
Cc1cc2ccccc2n1CCNC(=O)c1ccccc1F	-17
N#Cc1ccccc1Cn1c(=O)n(CCCC(=O)NCc2ccccc2Cl)c(=O)c2ccccc21	?
COc1ccccc1N(CC(=O)Nc1ccc(C)c(Cl)c1)S(=O)(=O)c1ccc(C)cc1	13
COc1ccc(CNC(=O)C2CCC(CNS(=O)(=O)c3cccs3)CC2)cc1 (centres undefined)	6
Cc1ccccc1OCCCCn1c(-c2ccc(Cl)cc2)nc2ccccc2c1=O	-3

Brought forward from above: 2 entries, then new ones.
SMILES	IMPase inh
COc1ccc(CNC(=O)C2CCC(CNS(=O)(=O)c3cccs3)CC2)cc1 (centres undefined)	6
Cc1ccccc1OCCCCn1c(-c2ccc(Cl)cc2)nc2ccccc2c1=O	-3
Cc1ccccc1NC(=O)Cn1c(=O)n(CC2CCC(C(=O)NCCc3ccccc3)CC2)c(=O)c2ccccc21 (centres undefined)	10
Cc1cc(Br)cc2c(C(=O)OCC(=O)c3ccccc3)cc(-c3ccccc3)nc12	-6
COc1ccc(S(=O)(=O)N(CC(=O)Nc2ccccc2Br)Cc2ccccc2)cc1	7
CCN(CC)S(=O)(=O)c1cc(-c2nnc(Nc3ccc(OC)c(C(N)=O)c3)c3ccccc23)ccc1C	-3
COCCCn1c(=N)c(C(=O)NCc2cccnc2)cc2c(=O)n3cc(C)ccc3nc21	-3
N#C/C(=C\c1ccccc1F)c1nc2ccccc2c(=O)[nH]1	-11
CCCCn1c2ccccc2c2nnc(SCC(=O)Nc3ccc(NC(C)=O)cc3)nc21	4
CCOC(=O)c1c(-c2ccccc2)oc2cc(Br)c(OCc3ccccc3)cc12	-8
Cc1ccc(C)c(OCC(=O)Nc2ccc(S(=O)(=O)Nc3onc(C)c3C)cc2)c1C	8
COc1ccc(-c2oc3ncn4nc(COc5ccccc5C)nc4c3c2-c2ccc(OC)cc2)cc1	2
Cc1[nH]c2ccccc2c1C1N2CC3(C)CN1CC(C)(C2)C3=O (centres undefined)	-2
CCOC(=O)c1cc(OC(=O)c2ccc(OC)cc2)n(-c2ccccc2)n1	?
Cc1ccc(-c2nnc(Nc3ccc(Cl)c(Cl)c3)c3ccccc23)cc1S(=O)(=O)NCCO	-6
CC(C)c1ccc(C2NC(=O)c3c(sc4c3CCN(C)C4)N2)cc1 (centres undefined)	-5
O=C1C(c2ccc(C(F)(F)F)cc2)=C(Nc2ccc(Cl)cc2)c2ccccc21	2
Cc1nn(-c2ccccc2)c(OC(=O)c2ccccc2Br)c1S(=O)(=O)c1ccccc1	-3
COC(=O)c1ccc([C@@H]2Nc3c(OC)ccc(C)c3[C@@H]3C=CC[C@@H]32)cc1	9
CC(=O)c1c(C)n(-c2ccc(Cl)cc2)c2ccc(OC(=O)COc3ccccc3)cc12	-8
CC1=C(C(=O)Nc2ccccc2)C(c2ccc(O)cc2)n2nc(-c3ccc(Cl)cc3)nc2N1 (centres undefined)	16
N#C/C(=C\c1ccc(Cl)cc1Cl)c1nc(-c2cccc(Cl)c2)cs1	-7
COc1ccc(C(c2c(C)n(C)n(-c3ccccc3)c2=O)c2c(C)n(C)n(-c3ccccc3)c2=O)cc1O	7
CCc1ccccc1NC(=O)CC1Sc2ccc(C(F)(F)F)cc2NC1=O (centres undefined)	9
COc1ccc(CNC(=O)CCc2nc(-c3ccc(C)cc3)no2)c(OC)c1	?
Cc1ccc(-c2c3c(=O)n(C)c(=O)n(C)c3c3c(C)nc4ccccc4n23)cc1	6
O=C(Nc1ccc2oc(-c3ccc4ccccc4c3)nc2c1)c1cc(Cl)ccc1Cl	-2
CCN(c1ccccc1)S(=O)(=O)c1c(C)nc2scc(C)n2c1=O	-6
Cc1c(C(=O)OCc2ccccc2)[nH]c2c1C(=O)CC(c1ccc(N(C)C)cc1)C2 (centres undefined)	-1
CCCNC(=O)c1ccc2c(c1)N=C(CCC)c1ccccc1S2	6
CC(C)c1ccccc1NC(=O)CN(c1ccccc1)S(=O)(=O)N(C)C	-1
